High-throughput results (PubChem)
U2OS ROS induce: inducers of reactive oxygen species in cancer cells | 2% of 46,000 active | U2OS ROS induction, H2DCF-DA fluorescence | ROS induction (% of piperlongumine), % at 10 µM; in the data active = ROS induction above about 79%, passing the limit was not always enough; inconclusive = no clear call, values can overlap the other calls;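 note: 0% = DMSO vehicle median and 100% = reference compound median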
An asterisk follows results filed as active; ? = inconclusive. Only part of the results is shown; the hit share may differ from the screen's.

SMILES	U2OS ROS induce
COc1ccc(NC(=O)Nc2cccc3c2O[C@@H](CN(C)C(=O)Nc2ccc(OC)cc2)[C@H](C)CN([C@@H](C)CO)C3=O)cc1	-10.4
C[C@@H]1CN([C@@H](C)CO)C(=O)c2cccc(NS(=O)(=O)c3cccs3)c2O[C@H]1CN(C)C(=O)Nc1ccc(F)cc1	2.1
COc1ccc(-n2c(SCC(=O)Nc3ccc(C)c(C)c3)nnc2-c2ccccc2)cc1	-9.0
CCOC(=S)SCc1c(C)c(C)c(C)c(C)c1C	-7.1
CC(C)NC(=O)N(C)C[C@H]1Oc2c(NC(=O)Nc3ccc(F)cc3)cccc2C(=O)N([C@@H](C)CO)C[C@H]1C	-13.5
CC1=CC2(CCC(C)CC2C(=O)NCc2ccc(Cl)cc2)OC1=O (stereo unspecified)	0.2
Cc1ccc(-c2nnc(Nc3ccccc3)c3ccccc23)cc1S(=O)(=O)N1CCCCC1	66.1
Cc1noc(C)c1NC(=O)Nc1ccc2c(c1)C(=O)N([C@H](C)CO)C[C@H](C)[C@H](CN(C)C(=O)Nc1ccccc1)O2	-0.6
O=C(Cc1ccc(Cl)cc1)Nc1ccccn1	-3.4
C[C@@H]1CN([C@H](C)CO)C(=O)c2cccc(NC(=O)Nc3ccc4c(c3)OCO4)c2O[C@H]1CN(C)C(=O)Nc1ccc(C(F)(F)F)cc1	0.9

The closing three compounds of the part before are carried over, then new ones follow:
SMILES	U2OS ROS induce
Cc1noc(C)c1NC(=O)Nc1ccc2c(c1)C(=O)N([C@H](C)CO)C[C@H](C)[C@H](CN(C)C(=O)Nc1ccccc1)O2	-0.6
O=C(Cc1ccc(Cl)cc1)Nc1ccccn1	-3.4
C[C@@H]1CN([C@H](C)CO)C(=O)c2cccc(NC(=O)Nc3ccc4c(c3)OCO4)c2O[C@H]1CN(C)C(=O)Nc1ccc(C(F)(F)F)cc1	0.9
Cc1ccccc1OCC(=O)NC1CCCCC1NC(=O)COc1ccccc1C (stereo unspecified)	-4.6
C[C@H](CO)N1C[C@H](C)[C@H](CN(C)C(=O)Nc2ccc3c(c2)OCO3)Oc2ccc(NS(=O)(=O)c3ccc(F)cc3)cc2CC1=O	-9.5
C[C@@H]1CN([C@@H](C)CO)C(=O)c2cc(NS(=O)(=O)c3ccccc3)ccc2O[C@@H]1CN(C)S(=O)(=O)c1cccs1	7.6
COc1ccccc1-n1c(C23CC4CC(CC(C4)C2)C3)n[nH]c1=S	-11.9
C#C[C@]1(O)CC[C@H]2[C@@H]3CCc4cc(OC)ccc4[C@H]3CC[C@@]21C	-0.6
C[C@H]1CN([C@@H](C)CO)C(=O)c2cc(NC(=O)Cn3cnnn3)ccc2O[C@H]1CN(C)S(=O)(=O)c1ccc(F)cc1	-2.8
Cc1ccc(-c2csc3nc(SCC(=O)O)n(-c4ccccc4)c(=O)c23)cc1	10.3
C[C@H]1CN([C@@H](C)CO)C(=O)CCCn2nncc2CO[C@H]1CN(C)Cc1ccc2c(c1)OCCO2	7.1
C[C@@H]1CN([C@@H](C)CO)C(=O)c2cccc(NC(=O)Nc3ccc(C(F)(F)F)cc3)c2O[C@@H]1CN(C)C(=O)Nc1ccc2c(c1)OCO2	14.2
O=C(O)/C=C/c1ccc2c(-c3ccccc3)onc2c1	65.7
C[C@H]1CN([C@@H](C)CO)C(=O)Cc2cc(NC(=O)Nc3ccc(C(F)(F)F)cc3)ccc2O[C@H]1CN(C)S(C)(=O)=O	1.7
Cc1ccc(S(=O)(=O)Nc2ccc3c(c2)C(=O)N([C@H](C)CO)C[C@H](C)[C@H](CN(C)Cc2ccc(C(=O)Nc4ccccc4N)cc2)O3)cc1	-3.1
COC(=O)CCC(=O)c1cc2cc(Br)ccc2o1	5.1
C[C@H]1CN([C@@H](C)CO)C(=O)CCCn2nncc2CO[C@@H]1CN(C)Cc1ccncc1	8.5
Cc1nc(-c2ccccc2)sc1C(=O)C1C(=O)C(=O)N(CCCN2CCOCC2)C1c1ccco1 (stereo unspecified)	19.2
C[C@@H]1CCCCO[C@@H](CN(C)S(=O)(=O)c2ccc(Cl)cc2)[C@@H](C)CN([C@H](C)CO)C(=O)c2cc(NC(=O)CCCCCC(=O)Nc3ccccc3N)ccc2O1	16.5
C[C@H]1CN([C@@H](C)CO)C(=O)c2cccc(NC(=O)C3CCOCC3)c2O[C@@H]1CN(C)S(C)(=O)=O	18.2
CCOc1ccc(S(=O)(=O)Nc2cccc(-c3cn4cccc(C)c4n3)c2)cc1	32.4
C[C@@H]1CN([C@H](C)CO)C(=O)c2cc(NS(=O)(=O)c3cn(C)cn3)ccc2O[C@@H]1CN(C)S(=O)(=O)c1ccccc1	12.3
C[C@@H]1CN([C@@H](C)CO)C(=O)CCCn2cc(nn2)CO[C@@H]1CN(C)C(=O)C1CC1	-6.1
Cc1ccc(S(=O)(=O)N(C)C[C@H]2Oc3ccc(NC(=O)Nc4ccccc4)cc3C(=O)N([C@@H](C)CO)C[C@H]2C)cc1	?
C[C@@H]1CN([C@H](C)CO)C(=O)c2cccc(NC(=O)c3cnccn3)c2O[C@@H]1CN(C)Cc1ccc2c(c1)OCO2	-2.6
CNC[C@@H]1Oc2ccc(NC(=O)CCC(F)(F)F)cc2CC(=O)N([C@H](C)CO)C[C@H]1C	-10.0
CCOc1cc(/C=C(/C#N)C(N)=O)cc(CSc2ccccc2)c1O	4.1
COc1ccc(NC(=S)NCc2ccccn2)cc1OC	2.7
COC(=O)C1SCCN1S(=O)(=O)c1ccc(-c2cc(C(F)(F)F)on2)s1 (stereo unspecified)	-0.3
Cc1ccc(N(CC(N)=O)S(=O)(=O)c2ccc(Cl)cc2)cc1	-16.0
COc1ccc(S(=O)(=O)N(C)C[C@@H]2Oc3ccc(NS(=O)(=O)c4ccccc4)cc3C(=O)N([C@@H](C)CO)C[C@H]2C)cc1	11.6
Cc1cccc(CN(C)C[C@@H]2OCc3cnnn3CCCC(=O)N([C@H](C)CO)C[C@H]2C)c1	-1.9
C[C@H]1CN([C@@H](C)CO)C(=O)c2cc(NC(=O)C3CCCCC3)ccc2O[C@H]1CN(C)S(=O)(=O)c1cn(C)cn1	-19.5
NC(=O)COc1ccccc1/C=N/NC(=O)CCCCCCC(=O)Nc1ccccc1O	3.7
Cc1ccc(S(=O)(=O)N(C)C[C@H]2Oc3ccc(NC(=O)Nc4ccc5c(c4)OCO5)cc3CC(=O)N([C@@H](C)CO)C[C@H]2C)cc1	11.3
COc1ccc(S(=O)(=O)Nc2ccc3c(c2)C(=O)N([C@H](C)CO)C[C@H](C)[C@H](CN(C)Cc2ccncc2)O3)cc1	-0.1
C[C@H](CO)N1C[C@H](C)[C@H](CN(C)S(C)(=O)=O)Oc2ncc(C#CC(C)(C)O)cc2C1=O	24.8
CNC[C@H]1Oc2c(NC(=O)C3CC3)cccc2C(=O)N([C@H](C)CO)C[C@@H]1C	-2.4
COc1ccc(CN(C)C[C@@H]2Oc3c(NS(=O)(=O)c4ccc(OC)cc4)cccc3C(=O)N([C@H](C)CO)C[C@@H]2C)cc1	-0.6
Clc1ccc(-c2csc3ncnc(NCCN4CCOCC4)c23)cc1	139.4*
C[C@@H]1CN([C@@H](C)CO)C(=O)c2cc(NC(=O)Nc3ccc4c(c3)OCO4)ccc2O[C@H]1CN(C)C(=O)Nc1ccc2c(c1)OCO2	-5.4
COc1ccc(CN(C)C[C@@H]2Oc3c(NC(=O)Nc4ccccc4)cccc3C(=O)N([C@@H](C)CO)C[C@H]2C)cc1	15.3
O=C(c1cc2ccccc2oc1=O)N(Cc1ccccc1)Cc1ccccc1	14.8
C[C@H]1CN([C@@H](C)CO)C(=O)c2cc(NC(=O)CCC(F)(F)F)ccc2O[C@@H]1CN(C)S(=O)(=O)c1cn(C)cn1	-14.3
C[C@H](CO)N1C[C@H](C)[C@H](CN(C)S(=O)(=O)c2ccccc2)Oc2ccc(NC(=O)CCN3CCOCC3)cc2C1=O	3.9
CN(Cc1ccccc1)C(=O)C1CCCN1S(=O)(=O)c1ccc2c(c1)n(C)c(=O)c(=O)n2C (stereo unspecified)	10.4
CCCCc1c(C)c(C#N)c2[nH]c3ccccc3n2c1=O	7.9
CCOc1ccc(NC(=O)C(C)C(Cc2ccc(C)cc2)C(=O)O)cc1 (stereo unspecified)	-6.1
C[C@H](CO)N1C[C@H](C)[C@H](CN(C)S(=O)(=O)c2ccccc2)Oc2ccc(NC(=O)C3CC3)cc2CC1=O	-1.6
C[C@@H]1CCCCO[C@@H](CN(C)S(=O)(=O)c2cccs2)[C@@H](C)CN([C@H](C)CO)C(=O)c2cc(NC(=O)c3ccccc3)ccc2O1	24.7
CC1=Nc2ccccc2NC(=O)C1Sc1nc2ccccc2s1 (stereo unspecified)	8.1
COC(=O)C1=CO[C@@H](O[C@@H]2O[C@H](CO)[C@@H](O)[C@H](O)[C@H]2O)/C(=C\CO)[C@@H]1CC(=O)OCCc1ccc(O)cc1	-10.6
Cc1cc(C)c(NC(=O)CN(C2CCCCC2)S(=O)(=O)c2ccc(Br)cc2)c(C)c1	11.0
Next section:
SMILES	U2OS ROS induce
C=C(C)C(=O)Nc1ccc(O)c(-c2nc3ccccc3[nH]2)c1	22.4
O=C(Oc1ccc(C2SCCS2)cc1)c1cccc(C(F)(F)F)c1	60.8
COc1cccc(S(=O)(=O)N(C)C[C@@H]2Oc3ncc(-c4cccc(F)c4)cc3C(=O)N([C@H](C)CO)C[C@@H]2C)c1	6.3
CC(=O)Nc1ccc(Oc2cncc(Cl)c2)nc1	-15.5
Cc1c(CCC(=O)O)c(=O)oc2cc(OCc3cccc(F)c3)ccc12	1.6
COc1ccc(NC(=O)Nc2ccc3c(c2)C(=O)N([C@H](C)CO)C[C@H](C)[C@@H](CN(C)S(=O)(=O)c2ccc(F)cc2)OCCCC[C@@H](C)O3)cc1	15.0
Cc1noc(C)c1NC(=O)Nc1ccc2c(c1)C(=O)N([C@@H](C)CO)C[C@H](C)[C@@H](CN(C)S(=O)(=O)c1ccc(Cl)cc1)O2	-0.8
CC12CC3CC(C)(C1)CC(C(=O)NN)(C3)C2	12.2
Cc1ccc(S(=O)(=O)Nc2ccc3c(c2)C(=O)N([C@@H](C)CO)C[C@H](C)[C@H](CN(C)C(=O)Nc2ccc(C(F)(F)F)cc2)O3)cc1	0.9
Cc1cc(O)c(C=O)c2c1C(=O)Oc1c(C)c(O)c3c(c1O2)C(O)OC3=O (stereo unspecified)	-2.7
CCc1c(C(=O)OC)nnn1-c1nonc1N	26.6
C[C@@H]1CN([C@@H](C)CO)C(=O)CCCn2cc(nn2)CO[C@@H]1CN(C)S(=O)(=O)c1ccc2ccccc2c1	0.9
C[C@H](CO)N1C[C@H](C)[C@H](CN(C)C(=O)Nc2ccccc2C(F)(F)F)OCc2cnnn2CCCC1=O	20.9
CC(C)NC(=O)N(C)C[C@H]1Oc2ccc(NC(=O)Nc3cccc4ccccc34)cc2CC(=O)N([C@H](C)CO)C[C@H]1C	3.8
O=C(CCn1c(=S)[nH]c2cc3c(cc2c1=O)OCO3)NC1CCCC1	-5.8
O=C(Nc1ccc(OC(F)(F)F)cc1)OC1CN(C(c2ccccc2)c2ccccc2)C1	0.0
COc1ccc([N+](=O)[O-])cc1NC(=O)CN(c1ccc(C)cc1)S(C)(=O)=O	0.0
CCCc1cc(=O)oc2cc(OC(=O)/C=C/c3cccs3)ccc12	0.7
Cc1cc(C(=O)Nc2cccc3c2O[C@@H](CN(C)Cc2ccc(C(=O)Nc4ccccc4N)cc2)[C@H](C)CN([C@@H](C)CO)C3=O)n(C)n1	29.0
C[C@@H]1CN([C@H](C)CO)C(=O)Cc2cc(NC(=O)Cc3cn(C)c4ccccc34)ccc2O[C@@H]1CN(C)Cc1ccccc1	?
C[C@H]1CN([C@@H](C)CO)C(=O)c2cccc(NC(=O)C3CC3)c2O[C@H]1CN(C)C(=O)Nc1ccc2c(c1)OCO2	6.8
CCOC(=O)N1CCN(C(=O)c2cc3c(ccc4ccccc43)oc2=O)CC1	-6.9
Cc1[nH]c2ccccc2c1C(=O)CSc1nc2sc(C)c(C)c2c(=O)n1-c1ccccc1	-4.4
COc1ccc(/C=N/NC(=O)c2ccccn2)cc1O	-3.6
Cn1c(Cc2nn(C)c(=O)c3ccccc23)nnc1SCC(=O)c1ccc(Cl)cc1Cl	-5.1
COc1ccccc1N(CC(=O)Nc1ccc(C(F)(F)F)cc1)S(C)(=O)=O	4.8
C[C@@H]1CN([C@@H](C)CO)C(=O)c2cccc(NC(=O)c3cnccn3)c2O[C@H]1CN(C)S(C)(=O)=O	-4.1
C[C@H](CO)N1C[C@H](C)[C@@H](CN(C)C(=O)Nc2ccc(F)cc2)Oc2c(NC(=O)C3CCOCC3)cccc2C1=O	8.8
Cc1ccc2[nH]c(=O)c3cc(C(=O)NCCC(C)C)sc3c2c1	28.2
O=C(N/N=C/C=C/c1ccccc1)c1ccccn1	-7.0

Looked up by structure from above:
SMILES	U2OS ROS induce
Cn1c(Cc2nn(C)c(=O)c3ccccc23)nnc1SCC(=O)c1ccc(Cl)cc1Cl	-5.1
Cc1[nH]c2ccccc2c1C(=O)CSc1nc2sc(C)c(C)c2c(=O)n1-c1ccccc1	-4.4

Given as a markdown table: part of the list above
| SMILES | U2OS ROS induce |
| --- | --- |
| COc1ccc(/C=N/NC(=O)c2ccccn2)cc1O | -3.6 |
| Cn1c(Cc2nn(C)c(=O)c3ccccc23)nnc1SCC(=O)c1ccc(Cl)cc1Cl | -5.1 |

Next entries:
SMILES	U2OS ROS induce
CC1=C(C(=O)Nc2cccc(C)n2)C(c2ccsc2)C2=C(CCCC2=O)N1 (stereo unspecified)	-13.4
Cc1cc(-n2c(SCC(=O)Nc3ccccc3)nnc2-c2cccnc2)ccc1Cl	15.7
COc1ccc(-c2nnc(SCC(=O)Nc3cccc(C)c3C)o2)cc1	-15.8
Cc1ccc(S(=O)(=O)N(C)C[C@@H]2Oc3c(NC(=O)c4ccncc4)cccc3C(=O)N([C@H](C)CO)C[C@H]2C)cc1	-4.5
Cc1ccc(S(=O)(=O)N(C)C[C@@H]2Oc3ccc(NS(=O)(=O)c4ccc(F)cc4)cc3C(=O)N([C@H](C)CO)C[C@@H]2C)cc1	7.7
O=C1c2c(O)cc(O)cc2O[C@@H](c2ccc(O)cc2)[C@H]1[C@@H]1C(=O)c2c(O)cc(O)cc2O[C@H]1c1ccc(O)cc1	4.6
